N-glyco inh: blocks N-linked glycosylation in D54 reporter cells | 360,000 tested, 0.23% active | reporter increase, % at 12.5 µM | D54 ERlucT glycosylation luciferase reporter, 24 h; percent of 100 nM tunicamycin response;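 active means mean luciferase reporter signal, scaled so untreated is 0 and the glycosylation-blocking control 100, at or above a set limit in every replicate; inconclusive means mean reaches the limit but not every replicate does; inactive means mean below the limit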;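 further: luciferase carries N-glycosylation sites so blocking glycosylation raises the light; 0% = median of neutral control wells and 100% = median of 100 nM tunicamycin wells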
Vif inh: blocks HIV Vif function; HEK293T cells, Vif self-association by quenched fluorescence, imaging, 24 h; inhibition, % at 7.49 µM; 340,000 tested, 0.35% active; AID 602346; in the data active means inhibition above about 50%, passing the limit was not always enough; inconclusive means no clear call, values can overlap the other calls; inactive means below about 31%; further: some results filed as inactive read as strong as hits
Exocytosis inh: blocks lytic granule exocytosis; TALL-104 LAMP-1 surface exposure, flow cytometry; cells stimulated with thapsigargin and PMA; inhibition, % at 10 µM; 360,000 tested, 0.66% active; AID 651702;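 active means inhibition above about 55%, limit read from the data; inconclusive means no clear call, values can overlap the other calls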
ABCB6 inh MLPCN: inhibitors of human ABC transporter ABCB6; Q9NP58; K562-ABCB6 porphyrin accumulation, flow cytometry, 1 h; stronger effect = lower value; fluorescence ratio to DMSO, % at 10 µM; 360,000 tested, 0.19% active;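 active means fluorescence ratio to DMSO below 75%, the collection mean minus 3 SD; inconclusive means too few cells collected in the well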;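 further: signal is porphyrin accumulated inside mitochondria; 100% equals median channel fluorescence of DMSO control wells; lower ratio means ABCB6 inhibition with less porphyrin fluorescence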
HTR2A ag: mouse HTR2A agonism via beta-arrestin recruitment; P35363; CHO-K1 mHTR2A beta-arrestin complementation, luminescence; percent of 30 µM serotonin response; activation, % at 7.6 µM; 360,000 tested, 0.66% active; AID 624169;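 active means activation above a run cutoff, the mean activation of all tested compounds plus 3 SD, cut at about 14% in these data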;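 further: 0% = plate median of compound wells and 100% = 30 µM serotonin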
Target sequence (P35363 whole entry, looked up): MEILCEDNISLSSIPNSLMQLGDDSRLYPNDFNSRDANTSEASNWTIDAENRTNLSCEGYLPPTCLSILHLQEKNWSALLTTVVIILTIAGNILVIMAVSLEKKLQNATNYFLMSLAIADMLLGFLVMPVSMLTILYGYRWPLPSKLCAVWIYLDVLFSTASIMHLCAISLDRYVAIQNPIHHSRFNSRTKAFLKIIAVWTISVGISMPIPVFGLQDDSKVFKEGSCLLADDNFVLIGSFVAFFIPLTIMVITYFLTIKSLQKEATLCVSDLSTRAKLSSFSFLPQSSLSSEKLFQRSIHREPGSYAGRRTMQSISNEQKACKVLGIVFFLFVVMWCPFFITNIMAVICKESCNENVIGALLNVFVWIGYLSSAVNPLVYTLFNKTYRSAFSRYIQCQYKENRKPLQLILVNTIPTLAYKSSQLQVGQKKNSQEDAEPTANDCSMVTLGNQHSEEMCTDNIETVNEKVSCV
Cardio protect: myocardial damage modulation in H9c2 cells; protection from H2O2 cell death, % at 20 µM; 360,000 tested, 0.63% active; H9c2 cardiomyocytes, H2O2 injury protection, ATPLite, 2 h;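 active means compounds giving at least 50% protection of heart cells from peroxide-induced death in the single-dose screen, raw or plate-pattern-corrected value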;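 further: 0% = DMSO wells with peroxide and 100% = DMSO wells without peroxide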
CaV13 ICDI inh: Disruptors of the CACNA1D IQ motif to Ca2+-dependent inactivation inhibitor domain association, primary screening, Förster resonance energy transfer in intact living …; HEK cells, CFP/YFP FRET ICDI-IQ, plate reader, 10 min; percent FRET-ratio fall versus neutral wells; inhibition, % at 12.3 µM; 340,000 tested, 0.098% active; AID 743397;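 active means mean replicate inhibition of at least 30% and at least 1% of replicates passing that level; inconclusive means only one of the two criteria is met; inactive means neither criterion is met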;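 further: 0% = median of the neutral control wells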
hiPSC survival: hiPSC single-cell survival enhancement; ATPlite luminescence; 100% = ROCK inhibitor wells, 0% = DMSO; survival enhancement, % at 20 µM; 360,000 tested, 0.044% active; AID 602274; in the data active means survival enhancement above about 18%;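 further: cells exposed to compounds for 16 hours before the ATP read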
aDG glyco up: alpha-DG glycosylation activation; 360,000 tested, 0.22% active; activation, % at 10 µM; AID 624168; Pro5-aDG cells, alpha-DG glycosylation AlphaScreen (IIH6); 0% Pro5, 100% B10-LARGE cell signal;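 active means activation of at least 8% versus controls, or a plate z-score of at least 8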;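 further: Pro5 are CHO cells carrying HIG-tagged alpha-DG that lacks glycosylation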
PDI inh: blocks human protein disulfide isomerase activity | inhibition, % at 10 µM | 350,000 tested, 0.052% active | PDI insulin aggregation turbidity, A650, 90 min | AID 588391;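 active means mean inhibition across replicates of 30% or more, whatever share of single replicates reach that level; inconclusive means mean inhibition below 30% while every single replicate reaches 30%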;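 further: absorbance from insulin aggregation driven by PDI reduction with DTT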
Target sequence (P07237 whole entry, looked up): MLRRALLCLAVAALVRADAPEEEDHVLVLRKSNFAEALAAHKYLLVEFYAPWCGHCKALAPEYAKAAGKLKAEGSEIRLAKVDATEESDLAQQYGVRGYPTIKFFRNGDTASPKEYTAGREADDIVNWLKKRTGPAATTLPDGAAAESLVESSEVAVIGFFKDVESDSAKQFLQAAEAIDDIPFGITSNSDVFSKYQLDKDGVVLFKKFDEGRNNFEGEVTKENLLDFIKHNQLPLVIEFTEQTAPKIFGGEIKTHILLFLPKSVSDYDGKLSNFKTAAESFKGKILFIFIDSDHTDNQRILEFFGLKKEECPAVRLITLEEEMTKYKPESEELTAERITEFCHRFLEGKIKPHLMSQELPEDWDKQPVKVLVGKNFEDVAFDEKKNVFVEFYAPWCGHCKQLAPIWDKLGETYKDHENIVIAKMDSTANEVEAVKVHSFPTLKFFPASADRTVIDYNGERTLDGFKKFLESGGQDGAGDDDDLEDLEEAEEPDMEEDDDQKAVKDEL
* marks the source's active call; other numbers are inactive results; u = inconclusive; x = not tested or not shown.

1	CN(C)S(=O)(=O)c1cccc2c1C(=O)c1ccccc1C2=O
2	CN1CCN(S(=O)(=O)c2ccc(N3CCN(S(=O)(=O)c4cccs4)CC3)nc2)CC1
3	CC(C)c1ccc(N(C(=O)c2csnn2)C(C(=O)NC(C)(C)C)c2ccncc2)cc1 (stereo unspecified)
4	CCCN1CCN(C(=O)C(C)n2nc(C)c3sc4ccccc4c3c2=O)CC1 (stereo unspecified)
5	Cc1nn(C)c(C)c1NC(=O)CSc1nc(-c2ccccc2F)nc2c1cnn2-c1ccccc1
6	CC1CC(C)CN(C(=O)Cn2c(=O)oc3cc(S(=O)(=O)N4CCCC4)ccc32)C1 (stereo unspecified)
7	COc1ccc(NC(=O)COc2cccc3c2CCN(C)C3=O)c(OC)c1
8	C=CCN(c1ccccc1)S(=O)(=O)c1cccc2cccnc12
9	Nc1nc(CN2CCN(Cc3ccccc3)CC2)nc(Nc2ccc3c(c2)OCCO3)n1
10	CCCCCC(=O)N1C[C@H](n2cc(-c3ccc(F)cc3)nn2)[C@@H](O)C[C@@H]1c1ccc(OC)cc1

entry no.	1	2	3	4	5	6	7	8	9	10
N-glyco inh	5	-3	1	-2	1	-1	2	1	47*	-3
Vif inh	-4	5	3	13	-2	-7	-8	18	-4	0
Exocytosis inh	1	2	0	16	-3	0	-17	-2	5	7
ABCB6 inh MLPCN	106	101	91	89	99	92	105	100	94	88
HTR2A ag	7	1	-2	-5	-2	6	-4	0	-2	0
Cardio protect	6	9	-2	0	8	10	44	0	26	-7
CaV13 ICDI inh	-5	-4	x	-2	7	-5	x	-15	-3	-3
hiPSC survival	1.6	-4.5	-1.3	-0.5	0.6	-0.5	0.0	0.6	4.6	0.8
aDG glyco up	0.0	-0.1	0.2	0.4	-0.1	0.0	0.3	0.0	-0.3	0.0
PDI inh	8	-1	-4	2	9	-8	5	3	2	4

11	O=C(CSc1nnc(-c2ccccc2)n1-c1ccccc1)c1ccc[nH]1
12	CCCOc1ccccc1C(=O)N(Cc1cccs1)C1CCS(=O)(=O)C1 (stereo unspecified)
13	COc1ccc(/C=N\N=C2/SC(CC(=O)O)C(=O)N2c2ccc(O)cc2)cc1OC (stereo unspecified)
14	COc1ccc(CCNC(=S)N2CCN(S(=O)(=O)c3ccc(Cl)cc3)CC2)cc1
15	O=C1CC(NS(=O)(=O)c2ccccc2)CN1c1ccc2c(c1)OCCO2 (stereo unspecified)
16	O=C(CNS(=O)(=O)c1ccc2ccccc2c1)OCC(=O)c1ccc(Br)s1
17	Cc1cc(NC(=O)CSc2nnc(-c3c[nH]c4ccccc34)n2-c2ccc(F)cc2)no1
18	O=C(N=NC(=O)c1ccco1)c1ccc2c(O)n(N3C(=O)c4ccccc4C3=O)c(O)c2c1
19	CCn1c(C)c(P(=O)(N2CCOCC2)N2CCOCC2)c2ccccc21
20	O=S(=O)(c1ccc2ncn(O)c2c1)N1CCOCC1

entry no.	11	12	13	14	15	16	17	18	19	20
N-glyco inh	-1	0	2	0	-1	3	0	1	1	3
Vif inh	-9	7	1	14	-7	14	-3	-1	2	10
Exocytosis inh	0	0	-3	2	2	0	0	5	4	0
ABCB6 inh MLPCN	104	96	100	95	90	96	97	101	95	104
HTR2A ag	2	6	-1	7	6	-3	4	2	4	1
Cardio protect	0	2	2	-4	-1	-4	3	4	3	4
CaV13 ICDI inh	-3	x	-6	-5	-4	-5	-7	-5	-6	-7
hiPSC survival	5.5	1.8	-0.5	0.0	-0.5	-2.5	-4.0	-1.1	-0.2	-0.2
aDG glyco up	0.0	2.9	-0.2	0.0	-0.1	2.8	-0.3	0.0	-0.2	-0.2
PDI inh	-8	12	16	-2	0	7	x	-3	4	1

21	COC(=O)c1ccc(N2CCS(=O)(=O)CC2)cc1
22	COc1ccc(C(=O)Cn2c(=O)oc3ccc(C)cc32)cc1
23	CSc1ccccc1NC(=O)c1ccncc1
24	COc1ccccc1CNc1ccc(N2CCOCC2)c(C(=O)O)c1
25	COc1ccc(NC(=O)C(c2ccccc2F)n2c(=O)c(-c3cc4ccccc4[nH]3)nc3ccccc32)cc1 (stereo unspecified)
26	COc1ccccc1NC1=C(Cl)C(=O)N(C2CCCCC2)C1=O
27	Cc1cccc(OCC(=O)Nc2ccccc2N2CCCCC2)c1C
28	COc1ccc(OCc2ccc(C(=O)N3CCOCC3)cc2)cc1
29	CCOC(=O)c1cc(C)sc1NC(=O)CSC1=NCCS1
30	O=C(NCCc1c[nH]c2ccccc12)Nc1ccccc1

entry no.	21	22	23	24	25	26	27	28	29	30
N-glyco inh	1	-2	0	2	x	-2	-2	-1	3	2
Vif inh	8	-9	10	21	x	2	x	-13	-5	-3
Exocytosis inh	-2	0	-4	-2	3	3	27	-3	2	0
ABCB6 inh MLPCN	97	98	108	102	x	90	98	100	102	97
HTR2A ag	4	-1	-3	3	1	-3	4	-2	0	-2
Cardio protect	-4	-4	0	3	x	0	-18	6	-5	1
CaV13 ICDI inh	-5	-18	-9	-5	-39	-6	-2	-9	-5	-4
hiPSC survival	-0.6	0.0	-1.5	2.7	x	-1.7	-0.4	-0.6	-0.3	0.7
aDG glyco up	0.0	0.1	0.0	-0.2	0.6	0.1	0.0	-0.2	0.0	0.2
PDI inh	-4	0	-5	7	x	-7	11	-1	6	-1

31	Cc1cc(-c2nnc3n2N=C(c2ccc(F)cc2)CS3)n[nH]1
32	Cc1ccc(-c2noc(C3CCCN(C(=O)c4ccc(C(C)(C)C)cc4)C3)n2)o1 (stereo unspecified)
33	COc1ccc(CC2S/C(=C(\C#N)C(=O)NCc3ccco3)N(c3ccc(C)cc3)C2=O)cc1 (stereo unspecified)
34	COc1ccc(-n2cc(CN[C@H]3CCCCNC3=O)c(-c3cccc(F)c3)n2)cc1
35	C/C(=N\Nc1nc(-c2cc(C)ccc2C)cs1)c1cc2ccccc2oc1=O
36	O=C(NC1CCCCCCC1)c1ccc(Br)o1
37	COc1ccc(OC)c(NC(=O)c2nnn(CC(=O)Nc3ccc4c(c3)OCO4)c2N)c1
38	Cc1ccc(CN2CCN(/N=C/c3cc(Br)ccc3O)CC2)cc1
39	CC[C@H](C)[C@H]1O[C@]2(CC[C@@H]1C)C[C@@H]1C[C@@H](CC=C(C)[C@@H](O[C@H]3C[C@H](OC)[C@@H](O[C@H]4C[C@H](OC)[C@@H](O)[C@H](C)O4)[C@H](C)O3)[C@@H](C)C=CC=C3CO[C@@H]4[C@H](O)C(C)=C[C@@H](C(=O)O1)[C@]34O)O2
40	Cc1[nH]c(C)c(S(=O)(=O)N(C)Cc2ccccc2)c1C(=O)N1CCCC1

entry no.	31	32	33	34	35	36	37	38	39	40
N-glyco inh	6	1	-1	-5	4	-3	1	2	-3	0
Vif inh	1	-5	-6	-2	2	-12	-4	4	-5	0
Exocytosis inh	7	9	10	3	-1	-3	4	1	27	-14
ABCB6 inh MLPCN	97	96	92	98	97	96	102	100	101	105
HTR2A ag	-4	-1	-2	0	1	0	10	2	-11	-4
Cardio protect	11	-20	8	8	3	2	-1	-19	-41	0
CaV13 ICDI inh	-5	-7	0	5	-5	-4	x	-8	x	-7
hiPSC survival	-0.1	-0.6	-0.8	-0.5	3.0	-0.5	-0.3	-2.6	1.9	-0.5
aDG glyco up	-0.2	1.2	-0.1	0.0	-0.1	0.1	-0.6	0.0	0.0	0.2
PDI inh	-4	10	7	6	3	7	-1	-11	3	3

41	NNC(=O)c1cc2c(s1)CCCCCC2
42	COC(=O)c1cc(Nc2cc(C)nc3ncnn23)cc(C(=O)OC)c1
43	CC1(Oc2cnc(Cl)c3ccccc23)CCN(Cc2ccc(-c3ccccn3)cc2)C1 (stereo unspecified)
44	O=C1CSC(c2ccccc2)N1CC12CC3CC(CC(O)(C3)C1)C2 (stereo unspecified)
45	Cc1cccc(OCCC(=O)NNC(=O)c2ccoc2C)c1
46	O=C(CSCc1c(Cl)cccc1Cl)Nc1cccnc1
47	C=C/C(C)=C/C[C@H]1C(=C)CCC2[C@](C)(C(=O)O)CCC[C@@]21C (stereo partly specified)
48	CC(C)NC(=O)N1CCC(n2nccc2NC(=O)CCOc2ccccc2)CC1
49	COc1ccc(OC)c(NC(=O)Nc2nnc([C@H]3C[C@H](O)[C@@H](CO)O3)s2)c1
50	CCOc1ccccc1-n1nnnc1SCc1nc2ccccc2s1

entry no.	41	42	43	44	45	46	47	48	49	50
N-glyco inh	0	7	-1	1	0	-3	-1	-1	0	-11
Vif inh	-1	3	-1	-1	-1	-8	u	-6	8	-3
Exocytosis inh	-4	1	19	-3	0	1	14	2	6	18
ABCB6 inh MLPCN	112	99	93	89	98	96	103	94	100	93
HTR2A ag	3	-4	9	8	-4	0	1	-1	-1	-2
Cardio protect	9	-1	-8	9	3	0	6	-6	4	-12
CaV13 ICDI inh	-5	-4	-3	-5	-3	8	x	-6	-7	-9
hiPSC survival	3.3	0.0	0.6	-0.2	-0.2	0.0	2.5	1.3	-2.3	-1.5
aDG glyco up	-0.3	-0.1	-0.3	0.0	-0.2	-0.1	-0.4	-0.1	-0.2	0.1
PDI inh	1	x	1	-2	8	-2	x	4	7	-2

51	Cc1ccc(-c2cc(O)cc3sc(=O)oc23)cc1C
52	Cc1c(NC(=O)COC(=O)/C=C/c2ccccc2Br)c(=O)n(-c2ccccc2)n1C
53	CCOC(=O)c1cccc(-n2c(C)cc(C=O)c2C)c1
54	COc1cccc(CNC(=O)CC2C(=O)NCCN2CCCc2ccccc2)c1 (stereo unspecified)
55	CC(C)Cc1nnc(NS(=O)(=O)c2ccccc2)s1

entry no.	51	52	53	54	55
N-glyco inh	3	2	3	-2	2
Vif inh	-1	-1	-7	0	-4
Exocytosis inh	-1	-2	-5	1	3
ABCB6 inh MLPCN	110	93	96	96	95
HTR2A ag	2	7	-2	1	0
Cardio protect	1	4	-3	5	0
CaV13 ICDI inh	-7	-20	-4	-3	-11
hiPSC survival	-0.4	0.2	3.7	-0.6	-3.9
aDG glyco up	0.2	0.0	-0.1	0.0	-0.2
PDI inh	4	3	3	11	-2

Screens from PubChem.
